# High-throughput results as filed in PubChem.
# hgDAF12 agonist: agonists of H. glycines DAF-12 nuclear receptor; HEK293 GAL4-hgDAF12 UAS-luciferase reporter, agonist luminescence; normalized to butyrate control; activation, % at 6.8 µM; hit rate 1.8% among 370,000; AID 687014;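 active = activation above a cutoff set at the mean of all screened compounds plus 3 SD, cut at about 10% in these data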;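 note: 0% = DMSO wells and 100% = sodium butyrate wells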
# DAX1 inh-1: inhibits human nuclear receptor DAX1 | AID 504766 | inhibition, % at 6.75 µM | HEK293 Gal4-DAX1 luciferase reporter, luminescence | P51843 | hit rate 0.99% among 340,000;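 active = inhibition above the mean over all tested compounds plus 3 SD, cut at about 4.2% in these data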;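 note: 0% = DAX1-transfected cells with DMSO and 100% = empty-vector control cells with DMSO; inhibition shows as a rise in luminescence from relieved DAX1 repression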
# ssDAF12 agonist: activators of S. stercoralis DAF-12 nuclear receptor; hit rate 1% among 370,000; activation, % at 6.8 µM; HEK293 ssDAF-12/GRIP1 lit1-tk-luc reporter, luminescence; % of 3 µM dafachronic acid response;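 active = activation above the mean over all tested compounds plus 3 SD, cut at about 0.9% in these data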;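 note: 0% = DMSO-only wells and 100% = 3 µM delta7-dafachronic acid wells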
# Rev-erbA mod: modulators of human Rev-erb alpha DNA binding; hit rate 0.79% among 370,000; P20393; activity, % at 10 µM; Rev-erbα–FITC-DNA binding, fluorescence polarization, 90 min;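 active = activity above about 14%, limit read from the data; passing the limit was not always enough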;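 note: 0% = DMSO wells with 35 nM protein and 100% = DMSO wells with 750 nM protein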
# hcDAF12 agonist: activators of H. contortus DAF-12 nuclear receptor. activation, % at 6.8 µM. HEK293 hcDAF-12 lit1-tk-luc reporter, luminescence; 0% DMSO, 100% Δ7-dafachronic acid. hit rate 1.4% among 370,000;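 active = activation above the mean of all tested compounds plus 3 SD, cut at about 5.5% in these data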;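 note: 100% = response to 3 µM Δ7-dafachronic acid high control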
# PG9 Ab binder: PG9 antibody binding by small molecule | AID 624416 | inhibition, % at 6.7 µM | TR-FRET gp120-PG9 antibody binding | hit rate 0.43% among 360,000; in the data active = inhibition above about 8.5%
# SMARCA2 act: increases SMARCA2 function in MMTV reporter cells | MG213 cells, MMTV-luciferase reporter, dexamethasone, overnight | activation, % at 9.1 µM | hit rate 1% among 370,000; in the data active = activation above about 7.8%;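 note: 0% = vehicle wells and 100% = reference activator wells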
# DAX1 inh-2: blocks DAX1 repression of SF-1 activated StAR promoter; inhibition, % at 6.8 µM; HEK293T StAR-luciferase reporter, SF-1/DAX-1 repression relief; hit rate 1.1% among 370,000; AID 652010;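 active = inhibition above the mean over all tested compounds plus 3 SD, cut at about 3.6% in these data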;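 note: 0% = DAX-1 cells with DMSO and 100% = cells lacking DAX-1 with DMSO; higher inhibition means more luminescence from relief of DAX-1 repression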
# HGIII-sPLA2 inh: Inhibits HGIII-sPLA2 liposome hydrolysis, primary screen | Q9NZ20 | hit rate 0.56% among 370,000 | QFRET BODIPY PC-A2 liposome hydrolysis, fluorescence | AID 743126 | inhibition, % at 12.2 µM;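 active = inhibition above mean plus 3 SD of compounds lying within the high and low control bounds, cut at about 19% in these data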;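 note: 0% = median of test compound wells and 100% = no enzyme DMSO wells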
# GAA850 FXN act: activators of GAA850 frataxin (FXN) promoter. HEK293 lucGAA850 FXN promoter luciferase reporter, 24 h; percent of 10 µM SAHA response. activation, % at 6 µM. hit rate 0.56% among 360,000. AID 540364;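 active = activation above the average of all compounds screened plus 3 SD, cutoff fixed separately per campaign, cut at about 7.5% in these data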;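 note: 0% = DMSO wells and 100% = 10 µM SAHA wells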
# PLCb3 inh: PLC-beta3 (human) inhibition, primary screen. Q01970. Purified PLC-beta3, fluorogenic substrate, fluorescence. inhibition, % at 12.2 µM. hit rate 0.18% among 370,000. AID 720704; in the data active = inhibition above about 11%;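 note: 0% = median of compound wells on plate and 100% = full blocker control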
# Target sequence (Q01970 whole entry, looked up): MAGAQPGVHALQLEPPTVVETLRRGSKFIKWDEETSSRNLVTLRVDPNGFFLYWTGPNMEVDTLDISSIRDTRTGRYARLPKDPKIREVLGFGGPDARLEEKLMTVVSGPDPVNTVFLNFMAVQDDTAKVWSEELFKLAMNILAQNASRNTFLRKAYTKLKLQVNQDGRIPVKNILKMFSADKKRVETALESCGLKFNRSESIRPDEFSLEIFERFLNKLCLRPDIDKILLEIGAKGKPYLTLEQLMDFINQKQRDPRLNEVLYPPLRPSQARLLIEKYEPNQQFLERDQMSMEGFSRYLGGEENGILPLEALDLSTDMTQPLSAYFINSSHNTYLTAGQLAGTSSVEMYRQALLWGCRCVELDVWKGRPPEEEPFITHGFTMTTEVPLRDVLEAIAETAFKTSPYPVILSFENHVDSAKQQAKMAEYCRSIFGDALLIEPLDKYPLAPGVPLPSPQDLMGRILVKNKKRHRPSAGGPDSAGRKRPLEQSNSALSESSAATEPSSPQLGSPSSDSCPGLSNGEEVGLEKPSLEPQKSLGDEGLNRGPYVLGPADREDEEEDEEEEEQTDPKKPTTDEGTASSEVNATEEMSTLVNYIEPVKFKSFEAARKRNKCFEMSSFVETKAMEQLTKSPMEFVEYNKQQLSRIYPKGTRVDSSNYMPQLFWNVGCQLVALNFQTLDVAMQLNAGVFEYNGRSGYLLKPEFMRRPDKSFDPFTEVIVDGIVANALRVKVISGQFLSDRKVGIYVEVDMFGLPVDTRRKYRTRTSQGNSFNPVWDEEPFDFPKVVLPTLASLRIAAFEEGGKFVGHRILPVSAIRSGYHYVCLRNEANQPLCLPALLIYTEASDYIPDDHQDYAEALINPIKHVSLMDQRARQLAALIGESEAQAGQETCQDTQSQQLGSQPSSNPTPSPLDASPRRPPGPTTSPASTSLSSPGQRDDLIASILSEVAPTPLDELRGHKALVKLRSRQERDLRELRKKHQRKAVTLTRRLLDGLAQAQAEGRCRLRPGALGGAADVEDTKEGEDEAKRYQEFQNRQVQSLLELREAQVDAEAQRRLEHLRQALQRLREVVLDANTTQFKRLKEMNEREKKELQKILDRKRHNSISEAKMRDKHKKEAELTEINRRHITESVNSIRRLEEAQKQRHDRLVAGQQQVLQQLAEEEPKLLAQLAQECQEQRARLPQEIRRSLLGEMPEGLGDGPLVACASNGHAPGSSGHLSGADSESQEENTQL
# * = called active by the depositor; · = not tested or not shown.
SMILES,hgDAF12 agonist,DAX1 inh-1,ssDAF12 agonist,Rev-erbA mod,hcDAF12 agonist,PG9 Ab binder,SMARCA2 act,DAX1 inh-2,HGIII-sPLA2 inh,GAA850 FXN act,PLCb3 inh
OC(COCC1COc2ccccc2O1)CN1CCCCC1 (stereo not drawn),1.3,0.7,-1.2,0.4,1.3,-1.9,1.3,-0.1,5.4,1.0,-3.5
Cc1ccc2c(CN(C)Cc3ccc(OC(F)F)cc3)cc(=O)oc2c1C,-1.4,0.5,-1.1,6.3,-1.9,1.5,-4.3,-0.2,-1.5,1.1,-5.0
O=C(COC(=O)/C=C/c1ccco1)Nc1ccccc1,0.5,1.3,-0.9,-2.5,-0.5,-2.3,-4.1,-0.8,-7.6,0.4,-2.6
C=CCN(c1ccccc1)S(=O)(=O)c1cccc(C(=O)NCc2ccco2)c1,-3.4,1.5,-1.2,-0.4,-0.1,0.8,-1.9,0.1,-6.4,-1.2,-6.1
CS(=O)(=O)N(CC(=O)NCc1ccc2c(c1)OCO2)c1ccccc1,-2.6,3.0,-1.2,·,-0.9,-0.7,0.1,0.0,2.9,-2.0,1.8
Cc1cc(C(=O)CN2C(=O)C(=O)N(C3CCCC3)C2=O)c(C)n1-c1ccc(F)cc1,-1.4,-0.4,-2.2,1.8,-1.2,2.0,-2.1,0.4,-5.2,-3.2,-5.7
CCN(CC(=O)Nc1ccc(NC(C)=O)cc1)C(=O)/C=C/c1cn(-c2ccccc2)nc1-c1ccc(C)cc1,-1.1,-0.5,-1.2,0.0,-1.9,-1.7,0.3,-1.4,-12.9,-1.1,-7.6
Cc1nn(CC(=O)N2CCCC2)c(=O)c2cc3cc(F)ccc3n12,0.6,0.2,-0.9,6.1,-1.0,-1.9,0.8,-0.2,0.1,1.2,-9.7
CCC(C(=O)OCCN(CC)CC)c1ccccc1 (stereo not drawn),2.9,1.6,-0.5,2.0,-0.3,-0.9,-3.1,-0.1,-6.6,0.5,2.1
Cc1onc(-c2c(Cl)cccc2Cl)c1C(=O)NC(=S)N1CCOCC1,-0.7,-2.4,-1.4,-2.3,-1.6,-0.6,-3.1,0.2,-0.3,2.0,-4.7
O=C(N/N=C1\CCCc2ccccc21)c1ccc([N+](=O)[O-])cc1Cl,1.7,1.8,-0.3,-0.1,-0.8,-0.3,-2.9,-0.5,-0.6,1.3,0.6
S=c1[nH]nc(-c2ccncc2)n1/N=C/C=C/c1ccccc1,1.6,-1.1,-0.6,-0.3,-0.1,-1.3,-4.9,-0.4,17.0,-0.7,-6.5

# Reprinted at random: two entries already listed
SMILES,hgDAF12 agonist,DAX1 inh-1,ssDAF12 agonist,Rev-erbA mod,hcDAF12 agonist,PG9 Ab binder,SMARCA2 act,DAX1 inh-2,HGIII-sPLA2 inh,GAA850 FXN act,PLCb3 inh
C=CCN(c1ccccc1)S(=O)(=O)c1cccc(C(=O)NCc2ccco2)c1,-3.4,1.5,-1.2,-0.4,-0.1,0.8,-1.9,0.1,-6.4,-1.2,-6.1
Cc1onc(-c2c(Cl)cccc2Cl)c1C(=O)NC(=S)N1CCOCC1,-0.7,-2.4,-1.4,-2.3,-1.6,-0.6,-3.1,0.2,-0.3,2.0,-4.7

# Next section.
SMILES,hgDAF12 agonist,DAX1 inh-1,ssDAF12 agonist,Rev-erbA mod,hcDAF12 agonist,PG9 Ab binder,SMARCA2 act,DAX1 inh-2,HGIII-sPLA2 inh,GAA850 FXN act,PLCb3 inh
Cc1ccc(C2(c3ccc(C)cc3)CC2C(=O)NCc2cccnc2)cc1 (stereo not drawn),-1.7,0.1,-1.6,-0.6,0.7,-0.7,-1.2,0.7,-5.1,-2.2,-2.5
COc1ccc(Cc2c(-c3ccco3)nc3c(C)cc(Br)cn23)c(C)c1,-2.6,·,-0.6,-2.4,1.1,3.0,-6.0,-1.8,7.0,·,-62.6
CCOc1ccc(/C=N/NC(=O)C(=O)N2CCCCCC2)c2ccccc12,-0.8,0.2,-1.6,1.1,-4.5,-1.8,-3.3,-1.9,-41.1,-1.8,-35.7
Cc1ccc(CNC(=O)CCNS(=O)(=O)c2cccc3nsnc23)cc1,-1.0,-1.1,-1.0,-3.3,-1.5,-1.1,0.7,0.1,-0.1,1.1,-7.0
CC(C)NCc1nnc(-c2ccccc2Cl)o1,1.7,0.8,-0.2,-5.3,3.8,-0.2,2.2,1.3,-3.4,1.9,1.4
CCCc1cc(=O)oc2cc(C)c3c(C)coc3c12,2.1,0.6,-0.8,-4.7,1.7,-0.8,0.4,-1.7,1.1,1.5,-91.9
CCN1CCN(C(=S)Nc2cccc(Cl)c2)CC1,-3.1,-1.1,-1.4,-2.7,1.2,1.0,0.8,-0.4,5.1,0.3,-1.4
COc1cc(O)c(C(C)=O)cc1OC,3.6,-1.0,-1.0,-1.0,1.7,3.5,-4.2,-0.5,10.6,0.6,-16.4
CCOc1ccc(NC(=O)CSc2nnc(COc3c(C)cccc3C)o2)cc1,-0.6,1.5,-0.8,2.9,-1.1,-0.8,0.4,-1.1,14.1,0.2,-1.5
CCN(CC)S(=O)(=O)c1cccc(-c2nnc(SCCOc3ccccc3C)o2)c1,1.6,-1.0,-1.9,-4.2,-2.3,-1.0,-1.7,-1.8,-22.4,1.9,-1.5
O=C(NCc1ccco1)C1CC(=O)N(c2cccc(Cl)c2)C1 (stereo not drawn),-0.6,-0.3,-1.1,-4.0,-1.9,-0.5,-0.2,-0.2,-4.6,1.1,-7.1
O=C(c1cccc(NC2=NC3CS(=O)(=O)CC3S2)c1)N1CCN(c2ncccn2)CC1 (stereo not drawn),-1.8,-1.3,-1.3,1.1,-1.1,-1.9,-4.1,0.2,12.1,0.1,-4.3
CCCCN(CC)CCCNC(=O)c1ccc(CS(=O)(=O)c2ccccc2C)o1,-1.4,0.5,-0.9,-4.2,-1.3,-2.5,4.9,1.0,6.7,-2.0,-6.2
COc1ccc(/C(N)=N/OC(=O)c2ccco2)cc1,11.1*,-1.4,0.3,0.3,4.0,-0.3,8.6*,3.9*,-1.8,0.9,2.4
C=CCOc1ccccc1CN1CCC(Oc2ccc(C(=O)N3CCCCC3)cc2)CC1,3.8,-0.1,-1.1,0.7,-0.7,-1.0,1.7,2.2,-12.9,0.0,-2.6
CCOC(=O)C1=C(C)N(C)C(=S)NC1c1ccccc1Cl (stereo not drawn),-0.6,0.0,-1.2,1.7,0.2,-2.5,-0.5,-0.6,21.2*,-1.0,-21.3
O=C(O)Cn1c(-c2ccccc2)cc2ccccc21,0.6,1.2,-0.2,-7.5,1.3,-0.5,-0.5,0.7,-15.8,-0.4,-16.2
Cc1cccc2cc(CN(CC3CCCO3)C(=O)c3cnccn3)c(=O)[nH]c12 (stereo not drawn),-1.4,1.0,-1.5,-1.2,-1.7,-0.1,-0.1,-0.2,3.0,-0.2,2.2
O=C1/C(=C\c2ccco2)SC(=S)N1C1CCS(=O)(=O)C1 (stereo not drawn),0.4,·,-1.5,-2.6,0.3,-2.3,0.3,0.2,-8.2,-3.2,-28.1
CCSc1nsc(SCC)c1C(N)=O,-0.2,-1.1,-0.6,-2.2,-2.1,1.9,-2.1,0.1,-5.3,-0.1,2.7
C/C(=N/NC(=O)c1ccoc1C)c1cccc(NC(=O)C2CC2)c1,15.6*,0.7,1.0*,0.1,7.3*,-0.8,2.9,6.1*,-4.8,2.5,-1.9
Cc1ccc(C)n1-c1sc2c(c1C#N)CCC(C)C2 (stereo not drawn),-2.5,-0.7,-0.8,-1.4,-1.2,0.1,-2.6,-0.2,-11.4,1.1,-2.3
CCS(=O)(=O)N1Cc2ccccc2CC1C(=O)Nc1nnc(SCc2ccc(F)cc2)s1 (stereo not drawn),0.3,0.7,-0.6,7.5,-2.9,0.9,-2.7,0.4,-37.4,3.6,-14.8
CCOC(=O)c1c(NC(=O)CCS(=O)(=O)c2ccccc2)sc2c1CC(C)(C)NC2(C)C,2.1,-0.3,-1.3,4.0,-1.5,-2.2,-0.4,-1.1,-2.1,3.0,-6.2
COC(=O)c1c(-n2cnnn2)sc(C)c1C,-0.7,1.2,-0.8,1.7,-1.0,1.3,-1.3,-1.2,-0.2,2.5,-10.4
O=C(CC1(O)C(=O)N(CCc2ccccc2)c2ccccc21)c1ccco1 (stereo not drawn),-0.3,-0.2,-1.2,-1.2,-0.5,-1.6,2.2,-0.1,-0.4,-0.5,0.8
O=C(CSc1n[nH]c(-c2ccncc2)n1)Nc1ccccc1Cl,0.4,-0.3,-1.2,0.9,0.6,-0.6,-0.6,1.4,2.8,2.3,-11.7
Cc1ccc(S(=O)(=O)N2[C@@H](Cc3ccccc3)CO[C@H]2CC(=O)c2cccs2)cc1,-0.5,·,0.1,0.2,-0.6,-0.1,-0.1,4.0*,8.0,·,1.9
O=Cc1cc([N+](=O)[O-])ccc1N1CCOCC1,-1.9,-0.2,-1.7,-3.4,-2.0,-2.0,0.9,0.0,5.8,0.6,2.8
CC1CCCC(C)N1C(=O)COC(=O)c1cccs1 (stereo not drawn),0.7,0.8,-1.1,4.9,-0.1,-2.1,0.9,0.6,-0.6,2.4,-2.9
CC(C)c1ccccc1,-2.6,0.1,-1.2,1.7,1.3,-0.2,-3.2,0.3,0.3,0.7,-2.9
O=C(NNC(=O)c1ccccc1-c1ccccc1C(=O)O)c1cccc([N+](=O)[O-])c1,1.6,-0.1,-1.0,-1.9,3.3,-1.2,2.9,-0.1,-3.1,-1.0,-0.5
COC(=O)[C@@H](Cc1c[nH]c2ccccc12)NC(=O)CCC(=O)c1ccc(Br)cc1,-1.4,-0.9,-1.1,2.2,-0.6,0.9,-0.6,-0.1,-77.6,0.2,-10.5
COc1ccccc1C(=O)NNC(=O)c1csc(N2CCOCC2)n1,1.1,0.1,-0.3,-1.7,1.1,-2.5,5.7,0.5,1.4,0.8,-6.4
Nc1nc(C(=O)N2CCOCC2)nn1S(=O)(=O)c1ccc(Cl)cc1,-0.7,-0.6,-1.1,-0.9,-0.7,1.1,-1.5,-0.2,1.3,2.9,-2.8
CC(C)C(=O)Nc1ncc2c(n1)CC(c1cccs1)CC2=O (stereo not drawn),-0.1,0.2,-0.9,-6.6,-2.1,1.6,1.5,0.2,5.2,1.3,-1.3
O=C(CCCNS(=O)(=O)c1cccs1)N1CCc2ccccc2C1,-0.7,2.7,-1.2,1.7,-1.7,-1.0,-1.7,0.0,-2.9,-1.1,-0.2
O=C(OCc1cccc(F)c1)c1ccc2c(=O)n3c(nc2c1)CCC3,2.2,4.5*,-1.1,0.4,-2.1,-1.8,2.0,-0.5,-2.4,0.7,-9.8
COC(=O)[C@]12C[C@H](CC(=O)N3CCSCC3)C(=O)N(Cc3cccc4ccccc34)C1=C[C@H](C(C)(C)C)O[C@@H]2C,2.6,·,-0.2,5.3,-2.2,·,-2.6,-1.4,11.6,·,-0.1
Cc1cccc2nc(Cn3c(=O)n(CCC(=O)NCc4ccco4)c(=O)c4ccccc43)cc(=O)n12,0.6,0.1,-1.4,3.9,-2.4,0.5,-3.1,0.1,-1.1,-0.7,-5.7
COc1ccc2oc(=N)c(C(=O)Nc3ccc(C)cc3)cc2c1,-1.4,-0.4,-0.8,1.9,0.0,-0.4,0.3,-0.5,8.6,1.4,-103.3
CCCCN1C(=O)/C(=C2\SC(N3CCOCC3)=NC2=O)c2ccccc21,1.9,-0.4,-0.1,0.7,5.9*,-1.0,-1.1,-0.1,8.8,1.6,-4.1
